# Assay outcomes: PubChem BioAssay, Sanford-Burnham Center for Chemical Genomics
# XBP1 UPR activ: activators of adaptive XBP1 UPR arm, primary screen, cell-based, CHO-XBP1 luciferase reporter, luminescence, uHTS | activation, % at 20 µM | IRE1-XBP1 UPR activation; percent of tunicamycin response, DMSO as zero | 330,000 compounds, 0.33% hits;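 active = versus positive control, 20 µM dose yields 30% or more activation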;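 also: 100% = tunicamycin at 10 µg/mL and 0% = DMSO only wells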
#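 Material: IRE1-XBP1 luciferase reporter CHO line / Quantity: one thousand reporter cells per well / Buffer or medium: F12 with 10% serum / Compound: 20 µM single concentration, DMSO 1% / Times: 6 h treatment, 37 °C / Detection: Steady-Glo luciferase glow luminescence, 10 min after reagent addition / Benchmarks: tunicamycin high, DMSO low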
# APJ ag: agonists of human apelin receptor APJ, primary screen, CHO-K1 cells, PathHunter beta-arrestin, luminescence | 330,000 compounds, 0.11% hits | activation, % at 20 µM | 0% DMSO wells, 100% apelin | P35414;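 active = activation more than six SD over the plate average, tested at 20 µM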;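 also: 0% = DMSO alone and 100% = apelin-13 at 10 nM; some results filed as inactive read as strong as hits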
#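 assay system = CHO-K1 APJ beta-arrestin complementation cell line | input = cell density 1000 per well | dosing = compound 20 µM once, DMSO 1% | timing = compound 90 min 25 °C, reagent 1 h | measured by = luminescence from split beta-galactosidase complementation, Galacton Star/Emerald II substrate | read-out basis = APJ agonist activity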
# CXCR6 inh: CXCR6 receptor inhibitors, primary screen, cell-based, beta-arrestin, luminescence, CHO-K1 PathHunter, 1536-well. C-X-C chemokine receptor type 6 (Homo sapiens), O00574. inhibition, % at 20 µM. 360,000 compounds, 0.36% hits; in the data active = inhibition above about 34%, passing the limit was not always enough;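 also: antagonist mode with CXCL16 agonist at 10 nM final; 0% = 10 nM CXCL16 with DMSO and 100% = unstimulated wells without agonist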
# CHOP UPR activ: activators of apoptotic CHOP UPR arm, primary screen, cell-based, CHO-CHOP luciferase reporter, luminescence, uHTS | UPR activation; percent of tunicamycin response over DMSO baseline | activation, % at 10 µM | 330,000 compounds, 0.34% hits | AID 449763, 2010;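 active = at 10 µM dose, activation of 40% or more, normalized to positive control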;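 also: 100% = tunicamycin at 10 µg/mL and 0% = DMSO alone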
#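 measured by = luciferase luminescence | assay system = CHO-CHOP cells, stable luciferase reporter of PERK-eIF2a-CHOP signalling | amount = 500 reporter cells seeded per well | timing = 6 h compound exposure at 37 °C after overnight seeding | controls = positive tunicamycin 10 µg/mL, negative DMSO alone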
# CCR6 antag: CCR6 receptor antagonists, primary screen, cell-based, CHO-K1, luminescence, beta-arrestin, uHTS | 340,000 compounds, 0.49% hits | AID 493098, 2011 | inhibition, % at 20 µM | CHO-K1 CCR6 PathHunter beta-arrestin, CCL20-stimulated;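 active = compounds whose inhibition of the agonist-driven luminescence signal at 20 µM reaches about 50%, limit read from the data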;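 also: cells stimulated with CCL20 at 14 nM final; plate controls were DMSO with CCL20 for no effect and DMSO without agonist for full effect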
# Mdm2 MdmX PPI: inhibitors of human Mdm2-MdmX association, primary screen, cell-based, luminescence, split luciferase, SaOS-2, uHTS. AID 485346, 2010. inhibition, % at 8 µM. 330,000 compounds, 3% hits. SaOS-2 split-luciferase Mdm2/MdmX complementation. Protein Mdm4 (Homo sapiens) + E3 ubiquitin-protein ligase Mdm2 (Homo sapiens), …;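 active = inhibition of at least 50% at 8 µM in the primary screen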
# Target sequence (O15151 whole entry, looked up): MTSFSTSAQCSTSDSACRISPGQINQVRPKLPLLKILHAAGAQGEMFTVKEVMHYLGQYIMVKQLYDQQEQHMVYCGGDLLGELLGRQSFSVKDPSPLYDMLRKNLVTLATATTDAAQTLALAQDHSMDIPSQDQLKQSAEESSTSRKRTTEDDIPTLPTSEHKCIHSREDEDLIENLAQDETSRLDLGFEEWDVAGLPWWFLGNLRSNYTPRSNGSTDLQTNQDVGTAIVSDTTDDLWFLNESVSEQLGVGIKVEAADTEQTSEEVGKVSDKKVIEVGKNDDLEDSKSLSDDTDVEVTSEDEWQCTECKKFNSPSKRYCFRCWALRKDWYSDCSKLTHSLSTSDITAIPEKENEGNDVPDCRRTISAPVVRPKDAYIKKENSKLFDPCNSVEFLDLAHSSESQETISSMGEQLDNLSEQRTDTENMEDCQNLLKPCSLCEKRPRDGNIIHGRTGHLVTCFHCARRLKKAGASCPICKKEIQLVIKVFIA
# Target sequence (Q00987 whole entry, looked up): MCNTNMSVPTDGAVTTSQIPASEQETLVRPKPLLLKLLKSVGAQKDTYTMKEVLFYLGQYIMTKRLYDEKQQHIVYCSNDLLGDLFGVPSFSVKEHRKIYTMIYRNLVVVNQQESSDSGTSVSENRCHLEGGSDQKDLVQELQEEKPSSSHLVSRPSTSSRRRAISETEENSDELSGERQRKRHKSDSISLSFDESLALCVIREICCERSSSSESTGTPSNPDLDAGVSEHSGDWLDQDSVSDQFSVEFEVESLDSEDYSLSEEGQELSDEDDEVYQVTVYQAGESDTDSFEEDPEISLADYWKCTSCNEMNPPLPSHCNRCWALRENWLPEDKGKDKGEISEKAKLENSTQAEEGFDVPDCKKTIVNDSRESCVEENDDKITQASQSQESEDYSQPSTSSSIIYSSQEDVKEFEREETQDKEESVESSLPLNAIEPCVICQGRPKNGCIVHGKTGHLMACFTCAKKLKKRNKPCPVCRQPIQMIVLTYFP
# APJ antag: antagonists of human apelin receptor APJ, primary screen, CHO-K1 cells, beta-arrestin complementation, luminescence; inhibition, % at 20 µM; 330,000 compounds, 0.32% hits; AID 2521, 2010;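 active = inhibition above about 40% at 20 µM, limit read from the data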;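 also: cells challenged with 10 nM apelin-13 agonist together with compound; plate controls were apelin-13 plus DMSO wells for no effect and DMSO wells lacking apelin-13 for full effect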
# EBI2 block: EBI2 receptor antagonists, beta-arrestin recruitment, primary screen, cell-based, luminescence, 7a,25-OHC stimulation, uHTS; 7a,25-OHC stimulated; inhibition, % at 5 µM; 360,000 compounds, 0.81% hits; G-protein coupled receptor 183 (Homo sapiens), P32249; in the data active = inhibition above about 38%;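 also: enzyme fragment complementation signal reports receptor beta-arrestin coupling in cells; 0% = agonist plus DMSO wells and 100% = wells without agonist; some results beyond the cut were filed as inactive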
# tim23-1 inh: growth inhibitors of tim23-1 mutant yeast, primary screen, luminescence, uHTS; 330,000 compounds, 1.3% hits; inhibition, % at 20 µM; S. cerevisiae tim23-1 growth, BacTiter-Glo luminescence, 24 h;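 active = growth inhibition of the mutant yeast at or above 50%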;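 also: temperature-sensitive mutant grown at 25 °C; plate controls were DMSO-treated mutant yeast for no effect and medium wells lacking yeast for full effect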
# The depositor's hits bear a star.
item	Molecule	XBP1 UPR activ	APJ ag	CXCR6 inh	CHOP UPR activ	CCR6 antag
1	CCC1Oc2ccccc2N(CC(=O)NCCC2=CCCCC2)C1=O (stereo not given)	1	0	4	-1.8	16
2	O=C(COc1ccccc1[N+](=O)[O-])Nc1ccc(Br)cc1	2	-3	4	3.7	3
3	Cc1oc(-c2ccccc2F)nc1CSCC(=O)NCc1ccc2c(c1)OCO2	0	1	6	0.4	4
4	Cc1ccc(Cl)cc1NC(=O)C[n+]1ccc(Cc2ccc([N+](=O)[O-])cc2)cc1	0	5	-22	0.2	2
5	NC(=O)CCN1CCCCC1	0	-3	-3	-1.6	-1
6	CCN(CC)S(=O)(=O)c1cc(NC(=O)C(CC(C)C)NC(N)=O)ccc1C (stereo not given)	-4	-2	2	-2.5	1
7	Cc1c(-n2cc(C(=O)c3cc(Cl)ccc3O)cc(C#N)c2=O)c(=O)n(-c2ccccc2)n1C	0	3	1	2.7	10
8	CN1CCN(C(=O)/C(=C/c2ccc(F)cc2)NC(=O)c2ccccc2)CC1	0	0	0	1.0	16
9	CC/C(Cc1ccccc1)=N\NC(=O)c1cc([N+](=O)[O-])cc([N+](=O)[O-])c1	0	4	0	-1.6	21
10	COc1cccc(SCC2(O)CCN(C(=O)c3ccc(Cl)cc3)CC2)c1	1	-1	6	0.3	21

item	Mdm2 MdmX PPI	APJ antag	EBI2 block	tim23-1 inh
1	60*	15	2	26
2	-140	10	6	1
3	8	-12	0	12
4	17	-67	-10	14
5	21	-7	-12	-6
6	18	8	4	16
7	3	-39	-1	12
8	9	9	-7	-9
9	-3	-35	-12	15
10	7	-10	55*	25

# The list continues:
item	Molecule	XBP1 UPR activ	APJ ag	CXCR6 inh	CHOP UPR activ	CCR6 antag
11	N#Cc1ccc(CSc2nnc(Cc3cccs3)n2Cc2ccco2)cc1	-4	-6	18	-1.7	32
12	O=C(NCC1CC1(Cl)Cl)Nc1ccc(Cl)c(Cl)c1 (stereo not given)	15	0	-14	10	18
13	N#C/C(=N\Nc1ccc([N+](=O)[O-])cc1)C(=N)N1CCOCC1	4	1	4	2.0	10
14	CCOCCCNCc1cn(-c2ccc(F)cc2F)nc1-c1ccccc1C	-1	-2	-3	0.2	5
15	CCOC(=O)C1=C(c2ccc(O)cc2)NC(=O)NC1C (stereo not given)	-3	-4	3	0.3	9
16	Cc1ccc(NC(=O)COCC(=O)Nc2ccc(F)cc2)cc1	-3	-1	0	2.4	26
17	COc1cc(Nc2nc3ccccc3nc2NS(=O)(=O)c2ccc([N+](=O)[O-])cc2)cc(OC)c1OC	0	0	16	5.4	8
18	COc1ccccc1C(=O)COC(=O)CNC(=O)c1ccc(Br)o1	1	-5	3	0.9	4
19	O=C(c1cc(F)c(F)c(F)c1F)N1CCN(Cc2ccc3c(c2)OCO3)CC1	-4	-3	-6	3.5	3
20	CN(C)S(=O)(=O)c1cccc(NC(=S)NC23CC4CC(CC(C4)C2)C3)c1	-2	1	-11	0.8	16

item	Mdm2 MdmX PPI	APJ antag	EBI2 block	tim23-1 inh
11	29	10	14	16
12	-8	1	26	80*
13	0	10	-6	12
14	16	1	-8	15
15	5	9	-6	-7
16	10	14	1	17
17	68*	-8	20	38
18	7	15	-2	-2
19	6	12	4	8
20	16	0	15	12

# Later entries.
item	Molecule	XBP1 UPR activ	APJ ag	CXCR6 inh	CHOP UPR activ	CCR6 antag
21	Cn1c(=O)oc2cc(S(=O)(=O)Nc3ccc4c(c3)OCO4)ccc21	-1	0	3	-0.9	-9
22	COc1ccc(CCNC(=O)Cc2ccc(NS(=O)(=O)c3ccc(F)cc3)cc2)cc1OC	-5	1	3	1.6	-2
23	Cn1c(NCCN2CCCCC2)cc(=O)n(C)c1=O	-1	-2	5	-4.4	1
24	CSc1ncc(C(=O)Nc2cccc(C)c2C)c(C)n1	0	-3	-8	-2.0	14
25	CC(=O)c1ccc(-c2nnc(CCC(=O)N(C)Cc3cnc4ccccn34)o2)s1	2	-3	-4	-1.0	14
26	Cc1cc(Br)ccc1NC(=O)CN1C(=O)CCC1=O	0	-1	8	-1.3	13
27	OCc1nc2ccccc2n1C/C=C/c1ccccc1	0	-1	-7	1.3	1
28	CCOC(=O)CSc1nc(-c2ccccc2)nc2ccc(F)cc12	2	-3	1	0.8	20
29	Cc1cccc(CN2C(=O)c3ccccc3S(=O)(=O)c3ccc(C(=O)NCCCN4CCCC4)cc32)c1	0	5	17	2.0	16
30	COc1ccccc1C1CC(c2ccccc2)=NN1S(=O)(=O)c1ccccc1 (stereo not given)	-2	-3	4	-0.9	21

item	Mdm2 MdmX PPI	APJ antag	EBI2 block	tim23-1 inh
21	13	-12	5	13
22	-4	7	-5	-7
23	12	11	-2	14
24	8	8	0	3
25	12	7	-1	-10
26	7	12	3	-5
27	11	4	8	3
28	-9	-4	5	4
29	24	-38	11	14
30	15	6	11	39

# An excerpt from above in order of their number in APJ antag, lowest first.
cpd | SMILES | XBP1 UPR activ | APJ ag | CXCR6 inh | CCR6 antag | Mdm2 MdmX PPI | APJ antag | EBI2 block
28 | CCOC(=O)CSc1nc(-c2ccccc2)nc2ccc(F)cc12 | 2 | -3 | 1 | 20 | -9 | -4 | 5
22 | COc1ccc(CCNC(=O)Cc2ccc(NS(=O)(=O)c3ccc(F)cc3)cc2)cc1OC | -5 | 1 | 3 | -2 | -4 | 7 | -5
24 | CSc1ncc(C(=O)Nc2cccc(C)c2C)c(C)n1 | 0 | -3 | -8 | 14 | 8 | 8 | 0

# New compounds follow
item	Molecule	XBP1 UPR activ	APJ ag	CXCR6 inh	CHOP UPR activ	CCR6 antag
31	COc1ccc(CN2CCN(C(C)C)C(CCO)C2)cc1Cn1cncn1 (stereo not given)	0	-2	7	-1.1	-14
32	COc1ccccc1NS(=O)(=O)c1cccc2cccnc12	-2	-1	4	0.1	8
33	CC(C)NC(=O)CS(=O)(=O)c1ccccc1	0	-5	-2	0.8	-3
34	COC(=O)c1sccc1NC(=O)c1c(C)cc(=O)oc1C	-1	1	5	-2.9	-9
35	CC(=O)OCC(=O)Nc1ccccc1C	-4	-4	-2	1.4	-3
36	CCNC(=S)NNc1nc(N2CCOCC2)nc(N2CCOCC2)n1	-1	2	4	1.6	-4
37	O=C(c1ccccc1)c1nccc2ccccc12	0	-3	-3	0.9	8
38	Cc1ccn2c(=O)c(C(=O)NC3CCCCC3C)c(O)nc2c1 (stereo not given)	11	-2	5	1.1	11
39	O=C(CCC(=O)N1CCOc2ccc(Cl)cc21)NCCCN1CCOCC1	0	0	4	0.2	-1
40	CCOC(=O)c1c(N)sc(C(O)(C(F)(F)F)C(F)(F)F)c1-c1ccc(OC)cc1OC	-2	1	-11	-0.4	7

item	Mdm2 MdmX PPI	APJ antag	EBI2 block	tim23-1 inh
31	7	2	-1	6
32	21	9	-2	-9
33	17	6	10	-7
34	-6	3	6	-7
35	28	-6	-5	3
36	-36	-2	-13	10
37	9	9	-5	10
38	67*	2	7	-18
39	25	-9	3	-7
40	11	-12	-6	26

# Going on with the list:
item	Molecule	XBP1 UPR activ	APJ ag	CXCR6 inh	CHOP UPR activ	CCR6 antag
41	O=C(O)c1sc2cc(C(F)(F)F)cnc2c1-c1ccccn1	0	-4	-10	0.2	-10
42	O=C(NCCCn1ccnc1)c1ccc(Cl)cc1[N+](=O)[O-]	12	-1	-1	-0.5	13
43	Cc1nc(Nc2ccccc2Br)c2nnn(Cc3ccccc3)c2n1	-5	-4	-1	-0.4	-1
44	Nc1cccc(C#Cc2ccc3c(=O)c4ccccc4oc3c2)c1	5	0	10	4.6	1
45	Cc1ccc(S(=O)(=O)Nc2ccc(C(=O)N3CCCC3)cc2)cc1	2	12	5	-0.7	3
46	C/C(=N\Nc1cccc([N+](=O)[O-])c1)c1cc(F)ccc1O	3	-3	-3	4.4	11
47	CCN(CC)CCNC(=O)c1ccccc1C(=O)c1ncc[nH]1	-5	1	6	-0.1	-1
48	COc1ccc(CNC(=O)COC(=O)CN2C(=O)NC3(CCCC3)C2=O)cc1	-1	3	-1	-2.0	4
49	COc1cccc(OC)c1C(=O)NC(=O)Nc1c(F)cc(F)cc1F	1	1	-8	0.4	2
50	Cc1cc(C)n(CCc2nc(-c3cccs3)cs2)n1	-2	-1	-6	0.2	20

item	Mdm2 MdmX PPI	APJ antag	EBI2 block	tim23-1 inh
41	-1	-2	-2	-3
42	25	9	0	0
43	25	-20	13	12
44	-17	2	4	-5
45	15	-9	1	-21
46	-49	16	3	18
47	-6	9	-4	-11
48	-1	15	-15	1
49	2	17	1	8
50	-8	7	11	29

# Ordered by formula weight (lowest first): three of the compounds above
item	Molecule	XBP1 UPR activ	APJ ag	CXCR6 inh	CHOP UPR activ	CCR6 antag
50	Cc1cc(C)n(CCc2nc(-c3cccs3)cs2)n1	-2	-1	-6	0.2	20
44	Nc1cccc(C#Cc2ccc3c(=O)c4ccccc4oc3c2)c1	5	0	10	4.6	1
48	COc1ccc(CNC(=O)COC(=O)CN2C(=O)NC3(CCCC3)C2=O)cc1	-1	3	-1	-2.0	4

item	Mdm2 MdmX PPI	APJ antag	EBI2 block	tim23-1 inh
50	-8	7	11	29
44	-17	2	4	-5
48	-1	15	-15	1

# The list continues.
item	Molecule	XBP1 UPR activ	APJ ag	CXCR6 inh	CHOP UPR activ	CCR6 antag
51	CCC(=O)NCCc1nc2ccccc2n1CC	-2	0	-4	0.2	-2
52	COc1ccc(CNC(=O)c2cc(-c3ccc(OC)c(OC)c3)on2)cc1	1	-1	-3	-2.1	10
53	COc1ccc(Cl)cc1NC(=O)CC1S/C(=N/N=C2CCCCCC2)NC1=O (stereo not given)	-2	-1	8	1.2	8
54	COc1ccc(CCCc2nnc(SCC(=O)Nc3ccc(OC)cc3)o2)cc1	2	0	9	1.3	13
55	Cc1cc(NC(=O)CSc2nc(-c3ccc(Cl)cc3)cs2)no1	2	-2	-4	-1.4	-17
56	CC(=O)c1cccc(NC(=S)N2CCN(S(=O)(=O)c3ccc(F)cc3)CC2)c1	-4	-1	-7	1.6	0

item	Mdm2 MdmX PPI	APJ antag	EBI2 block	tim23-1 inh
51	-9	-2	-2	14
52	-6	17	10	13
53	16	4	5	25
54	-7	1	3	0
55	-5	-18	7	-17
56	25	3	3	-2

# A portion of the library; count on the stated rates, not on these rows.
